Bioassay records deposited in PubChem by several laboratories.
HDAC3 inh – inhibitors of human histone deacetylase 3 | AID 2718 | inhibition, % at 8.3 µM | 320,000 tested, 0.15% active | recombinant HDAC3, fluorogenic peptide/trypsin coupled, fluorescence; in the data active = inhibition above about 26%, passing the limit was not always enough; inconclusive = no clear call, values can overlap the other calls
Target sequence (O15379 whole entry, looked up): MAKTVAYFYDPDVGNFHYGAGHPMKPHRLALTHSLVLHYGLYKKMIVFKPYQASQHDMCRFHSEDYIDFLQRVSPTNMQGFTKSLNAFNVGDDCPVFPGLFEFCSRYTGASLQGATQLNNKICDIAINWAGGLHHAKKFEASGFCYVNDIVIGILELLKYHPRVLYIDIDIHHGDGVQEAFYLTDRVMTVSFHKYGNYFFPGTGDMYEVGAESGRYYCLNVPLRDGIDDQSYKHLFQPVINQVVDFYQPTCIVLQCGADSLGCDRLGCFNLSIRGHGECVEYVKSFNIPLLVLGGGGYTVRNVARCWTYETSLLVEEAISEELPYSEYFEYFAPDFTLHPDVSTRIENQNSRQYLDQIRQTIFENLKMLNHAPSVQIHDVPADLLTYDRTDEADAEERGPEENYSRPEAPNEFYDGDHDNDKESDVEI
Platelet DG rel – modulates dense granule release in human platelets; human platelet-rich plasma, SFLLRN dense granule ATP release, luminescence; inhibition, %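 (compounds screened at 7.5 µM in platelet-rich plasma)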; 300,000 tested, 0.22% active; AID 1663;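 active = mean replicate score, as percent of positive control, at or above 50; inconclusive = mean below 50 but at least one replicate at or above 50; inactive = mean and every replicate below 50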
HSP90 inh – HSP90 refolding inhibition in rabbit reticulocyte lysate; luciferase refolding luminescence, 3 h; inhibition, % at 5.6 µM; 290,000 tested, 0.91% active;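 active = inhibition above the screen-wide mean plus 3 SD, computed separately per campaign, cut at about 16% in these data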;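 note: 0% = DMSO wells and 100% = 60 µM geldanamycin wells; inhibitors lower the luminescence because luciferase stays unfolded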
HSF1 inhib – HSF1 inhibition; NIH3T3-HGL HSE-luciferase, MG132-induced, luminescence 8 h; stronger effect = lower value; activity change, negative = inhibition, % at 7.5 µM (by protocol); 300,000 tested, 0.77% active; AID 2098;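 active = more than half of replicate wells show activity change below -50%, luminescence cut by over half; inconclusive = some wells, but at most half, below -50%; inactive = no replicate well below -50%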;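 note: luciferase reports HSF-1 transcriptional activity via heat shock element; 0% = median of DMSO wells and -100% = zero luminescence signal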
GSK3beta inhib – human GSK3beta kinase inhibition; activity score (negative = inhibition), % at 10 µM; GST-GSK3beta kinase, ADP-Glo luminescence, 60 min; stronger effect = lower value; AID 2097; 300,000 tested, 0.038% active; P49841;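 active = more than half of replicate wells score below -50%, meaning over 50% inhibition versus plate controls; inconclusive = some replicates but at most half score below -50%; inactive = no replicate scores below -50%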;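 note: 0% = median DMSO wells and -100% = median GW8510 positive control wells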
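test system = GST-tagged human GSK3beta kinase, cell-free | reagent = 25 µM ATP with peptide substrate | dosing = one dose of 10 µM per compound | schedule = 60 min reaction, RT | detection = luminescent ADP-Glo measurement of ADP formed | control set = DMSO neutral wells and GW8510 at 20 µM as positive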
PolyA inhibitor – inhibitors of polyadenylation in S. cerevisiae; 300,000 tested, 0.02% active; AID 1875; calls only at 12 µM; S. cerevisiae SKY197-pL101 polyadenylation reporter, beta-gal luminescence; efflux-impaired pdr1/pdr3 knockout yeast; score 100 = 6 SD above DMSO;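 active = lowest replicate activity score at least 50, where 100 means six control SD above control mean; inconclusive = lowest score under 50 but half or more replicates reach 50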;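 note: yeast exposed to compound for 9 h at 30 °C; higher score means more reporter readthrough which indicates perturbed polyadenylation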
AI-2 QS modul – modulates the Vibrio harveyi AI-2 quorum sensing system; activity change, % at 7.5 µM; Vibrio harveyi JMH597 AI-2 luminescence/OD600 ratio, 9 h; stronger effect = lower value; strain lacks LuxN and CqsS sensors; 0 = neutral-control median; AID 2094; 300,000 tested, 0.4% active; in the data active = activity change below about -75%, passing the limit was not always enough; inconclusive = no clear call, values can overlap the other calls;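 note: luminescence divided by OD600 gain over 9 h not by final OD600 alone; inactives centre near 13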
DYRK1A inh – Dyrk1A (rat) kinase inhibition; Q63470; ADP-Glo luminescence, NFATc1 peptide; inhibition, % at 12.5 µM; 310,000 tested, 0.43% active; AID 504441; in the data active = inhibition above about 50%;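 note: plate controls were vehicle with enzyme for no effect and no enzyme for full effect; many of its hits are not listed in these tables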
GSK3 alpha inh – inhibitors of human GSK-3 alpha kinase. ADP-Glo luminescence, 60 min. inhibition, % at 10 µM. 320,000 tested, 0.1% active. AID 2650;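 in the data active = inhibition above about 50%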;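 note: GST-tagged GSK-3 alpha with peptide substrate and 25 µM ATP; 0% = DMSO neutral wells and 100% = GW8510 positive control wells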
Target sequence (P49840 whole entry, looked up): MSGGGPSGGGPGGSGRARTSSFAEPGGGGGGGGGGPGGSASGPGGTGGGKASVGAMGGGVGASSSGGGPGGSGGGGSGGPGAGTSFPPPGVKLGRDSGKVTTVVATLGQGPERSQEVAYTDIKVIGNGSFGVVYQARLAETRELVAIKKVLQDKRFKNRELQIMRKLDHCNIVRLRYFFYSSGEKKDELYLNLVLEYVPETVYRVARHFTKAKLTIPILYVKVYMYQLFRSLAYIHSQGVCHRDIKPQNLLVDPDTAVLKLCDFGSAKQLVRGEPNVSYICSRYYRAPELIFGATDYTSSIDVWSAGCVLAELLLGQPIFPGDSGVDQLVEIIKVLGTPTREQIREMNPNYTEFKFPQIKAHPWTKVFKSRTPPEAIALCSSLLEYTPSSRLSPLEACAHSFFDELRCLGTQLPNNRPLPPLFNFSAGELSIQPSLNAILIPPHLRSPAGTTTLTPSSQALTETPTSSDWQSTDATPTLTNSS
HSF-1 act – increases HSF-1 driven luciferase reporter signal. activation, % at 9 µM. 300,000 tested, 1.7% active. NIH3T3-HGL HSF-1 luciferase reporter, MG132, 8 h; 100% = twice DMSO control signal;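 active = mean replicate activation of at least 50% with a set share of replicates each reaching 50%; inconclusive = only one of those two conditions met; inactive = mean below 50% and too few replicates reaching it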;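 note: 0% = median of the neutral control wells and 100% = twice that signal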
Starred values were filed as active, the others as inactive; i = inactive; ? = inconclusive; / = not tested or not shown. This is a subset (hit frequency here may not be typical).

SMILES	HDAC3 inh	Platelet DG rel	HSP90 inh	HSF1 inhib	GSK3beta inhib	PolyA inhibitor	AI-2 QS modul	DYRK1A inh	GSK3 alpha inh	HSF-1 act
Cc1ccccc1-c1nc(CN2CCC(C(=O)NCCCN3CCCC(C)C3)CC2)c(C)o1 (centres undefined)	-11	3	-4	-5	2	i	13	1	1	-24
Cc1ccc(NC(=O)C2CCCN(c3ncccn3)C2)cc1C (centres undefined)	6	1	0	16	0	i	13	-1	1	36
CCN(CC)CCCNc1nc(C)cc(COC)c1C#N	-30	9	-2	3	0	i	-11	-5	-4	4
COc1ccc(C2CC(c3ccccc3)Nc3nc(NS(C)(=O)=O)nn32)cc1 (centres undefined)	/	11	-2	-4	1	i	19	-7	-5	2
COc1cccc(-c2cc(C(=O)Nc3ccc([N+](=O)[O-])cn3)c3ccccc3n2)c1	4	-15	-4	-4	-1	i	19	-2	2	5
CCOC(=O)C1CCN(CC(=O)Nc2cc(C)nn2-c2nc3ccccc3s2)CC1	/	1	5	-10	-1	i	1	-4	/	-5
NC(=O)c1nsc(C(=O)N(c2ccccc2)C(C(=O)NCc2ccc(F)cc2)c2ccc(O)cc2)c1N (centres undefined)	-14	-4	8	-13	-1	i	-5	3	0	14
COc1ccc(C)cc1-n1nnnc1SCC(=O)N1CCC(C(=O)Nc2nccs2)CC1	-6	-3	3	-6	2	i	3	6	10	-19
CCCS(=O)(=O)N1CCN(C(=O)COc2ccccc2)CC1	-3	-5	5	-8	3	i	21	-9	-1	-5
CS(=O)(=O)N1CCC(C(=O)Nc2ccc3c(c2)OCCO3)CC1	5	1	3	-14	2	i	18	0	-3	1
Cc1ccc(C)c2[nH]c(=O)c(CCNC(=O)c3cc4ccccc4o3)cc12	-9	-8	-1	-2	-2	i	21	0	-2	3
C=CCOC(=O)C1=C(C)OC(N)=C(C#N)C1c1ccccc1F (centres undefined)	2	-5	3	-5	1	i	8	-6	8	-22
CC(=O)c1c(C)[nH]c(C(=O)Nc2cccc(S(=O)(=O)N3CCOCC3)c2)c1C	4	4	-3	3	1	i	-5	3	-1	5
CCc1ccc(C2CC(c3ccccc3C)n3nc(N)nc3N2)cc1 (centres undefined)	9	-2	-3	-2	-5	i	16	18	/	-12
O=C(NC1CCCCNC1=O)c1ccc(Cl)cc1 (centres undefined)	-8	17	-1	1	0	i	0	-5	-2	2
Cc1ccc(NS(=O)(=O)c2ccc(Br)cc2)nc1	-12	7	4	7	3	i	19	3	0	24
O=C(CNC(=O)c1ccccc1F)OCCCOC(=O)CNC(=O)c1ccccc1F	3	-4	/	-2	2	i	16	11	-1	9
CC(C)(C)OC(=O)C(Cc1ccc(OC(C)(C)C)cc1)NC(=O)CNC(=O)CNC(=O)OCc1ccccc1 (centres undefined)	18	-21	1	3	1	i	14	12	-1	13
COc1ccccc1C(=O)COC(=O)CN1C(=O)c2ccccc2C1=O	-5	-8	-3	-4	-2	i	20	6	0	-14
CCOC(=O)CN1C(=O)N[C@@H](c2cccc(C(F)(F)F)c2)[C@@H](C(=O)OC)[C@H]1C	7	-13	/	2	-3	i	12	5	-1	1
Cc1cc(C(=O)Nc2cccc([N+](=O)[O-])c2)c(C)o1	0	-18	1	2	-3	i	21	4	6	5
CCCCN(C(=O)NC(=O)Nc1ccccc1C)S(C)(=O)=O	-1	-1	-1	2	1	i	12	-12	-2	-7
COc1cc(-c2noc(CCCC(=O)NCc3ccccc3)n2)cc(OC)c1OC	-1	-18	2	-8	0	i	-3	4	-1	15
CC(Nc1nc(N2CCN(S(C)(=O)=O)CC2)nc2ccccc12)c1ccccc1 (centres undefined)	-14	-4	0	-2	2	i	18	6	-1	3
COCCN1C(=O)N[C@@H](c2cccs2)C(C(C)=O)=C1C	-7	-1	/	1	2	i	29	4	-2	-4

Some of these compounds in order of formula weight, ascending.
SMILES	HDAC3 inh	Platelet DG rel	HSP90 inh	HSF1 inhib	GSK3beta inhib	PolyA inhibitor	AI-2 QS modul	DYRK1A inh	GSK3 alpha inh	HSF-1 act
Cc1cc(C(=O)Nc2cccc([N+](=O)[O-])c2)c(C)o1	0	-18	1	2	-3	i	21	4	6	5
O=C(NC1CCCCNC1=O)c1ccc(Cl)cc1 (centres undefined)	-8	17	-1	1	0	i	0	-5	-2	2
CCN(CC)CCCNc1nc(C)cc(COC)c1C#N	-30	9	-2	3	0	i	-11	-5	-4	4
COCCN1C(=O)N[C@@H](c2cccs2)C(C(C)=O)=C1C	-7	-1	/	1	2	i	29	4	-2	-4
Cc1ccc(NC(=O)C2CCCN(c3ncccn3)C2)cc1C (centres undefined)	6	1	0	16	0	i	13	-1	1	36
Cc1ccc(NS(=O)(=O)c2ccc(Br)cc2)nc1	-12	7	4	7	3	i	19	3	0	24
CS(=O)(=O)N1CCC(C(=O)Nc2ccc3c(c2)OCCO3)CC1	5	1	3	-14	2	i	18	0	-3	1
COc1ccccc1C(=O)COC(=O)CN1C(=O)c2ccccc2C1=O	-5	-8	-3	-4	-2	i	20	6	0	-14
COc1ccc(C2CC(c3ccccc3)Nc3nc(NS(C)(=O)=O)nn32)cc1 (centres undefined)	/	11	-2	-4	1	i	19	-7	-5	2
CC(=O)c1c(C)[nH]c(C(=O)Nc2cccc(S(=O)(=O)N3CCOCC3)c2)c1C	4	4	-3	3	1	i	-5	3	-1	5
COc1cc(-c2noc(CCCC(=O)NCc3ccccc3)n2)cc(OC)c1OC	-1	-18	2	-8	0	i	-3	4	-1	15
CC(Nc1nc(N2CCN(S(C)(=O)=O)CC2)nc2ccccc12)c1ccccc1 (centres undefined)	-14	-4	0	-2	2	i	18	6	-1	3
COc1ccc(C)cc1-n1nnnc1SCC(=O)N1CCC(C(=O)Nc2nccs2)CC1	-6	-3	3	-6	2	i	3	6	10	-19

Reprinted at random: 2 entries already listed.
SMILES	HDAC3 inh	Platelet DG rel	HSP90 inh	HSF1 inhib	GSK3beta inhib	PolyA inhibitor	AI-2 QS modul	DYRK1A inh	GSK3 alpha inh	HSF-1 act
O=C(NC1CCCCNC1=O)c1ccc(Cl)cc1 (centres undefined)	-8	17	-1	1	0	i	0	-5	-2	2
CC(Nc1nc(N2CCN(S(C)(=O)=O)CC2)nc2ccccc12)c1ccccc1 (centres undefined)	-14	-4	0	-2	2	i	18	6	-1	3

The results go on.
SMILES	HDAC3 inh	Platelet DG rel	HSP90 inh	HSF1 inhib	GSK3beta inhib	PolyA inhibitor	AI-2 QS modul	DYRK1A inh	GSK3 alpha inh	HSF-1 act
CCn1c(/C=C2\C(=O)Nc3ccccc32)nc2ccccc2c1=O	3	-8	1	12	-3	i	28	8	6	15
CCc1cc2c(=O)c(-c3ccc4c(c3)OCO4)coc2c(CN(C)C)c1O	-3	1	0	15	2	i	19	-5	-1	41
COc1cc(/C=N/NC(=O)C2=NNC(=O)C2C)ccc1O (centres undefined)	4	-2	-2	-6	5	i	8	-4	-2	-4
O=C(C1CCN(Cc2cn[nH]c2-c2ccc(F)cc2F)CC1)N1CCOCC1	-5	-1	6	17	1	i	-8	/	/	42
O=C(c1ccco1)N1CCN(C(=S)Nc2ccc(F)cc2)CC1	-1	7	9	2	-4	i	-12	-6	1	-9
Cc1cc(C)cc(-n2nnn(C3C/C(=N/NC(N)=S)C4OCC3O4)c2=S)c1 (centres undefined)	6	10	4	3	2	i	8	-6	-2	25
CCN(CCCNC(=O)CCC(=O)N1CCOc2ccccc21)Cc1ccccc1	2	4	0	3	-3	i	24	7	1	-7
Nc1nc(CSC(=S)N2CCN(c3ccccc3)CC2)nc(Nc2ccc(F)cc2)n1	2	-18	0	4	2	i	19	-3	-1	10
CCOc1ccc(C(=O)COC(=O)c2cc(=O)[nH]c3ccccc23)cc1	-7	-6	/	-1	-2	i	22	-1	0	-5
O=C(/C=C/c1ccc(OCCCF)cc1)Nc1ccnc(-c2cccnc2)n1	3	-6	-1	10	2	i	19	26	1	4
CN(c1ccc(Br)cc1)S(=O)(=O)c1ccc2[nH]cc(C(=O)NCCN3CCOCC3)c(=O)c2c1	-1	-6	1	6	4	i	3	-2	-1	36
O=C(NCCCn1ccnc1)Nc1cccc(Cl)c1	-10	3	-1	3	-2	i	22	-4	-2	48
O=C(NC(=S)Nc1ccccn1)c1cccc([N+](=O)[O-])c1	2	-10	1	2	-3	i	2	/	1	17
Cc1cc(NS(=O)(=O)c2ccc(NC(=O)/C=C/c3ccccc3)cc2)no1	6	-3	0	3	-1	i	-17	16	-2	8
CCc1cccc2c(C(=O)CN3C(=O)NC(C)(c4cccc5ccccc45)C3=O)c[nH]c12 (centres undefined)	?	-1	5	21	0	i	21	-3	2	15
CCS(=O)(=O)N1CCN=C1SCc1ccccc1	-5	-10	-2	-8	3	i	0	-3	-2	-6
CCOc1cc(/C=C2\SC(=N)N(c3nccs3)C2=O)ccc1OCCN1CCOCC1	-1	-2	2	-13	5	i	20	19	1	-9
O=C(Nc1ccc2c(c1)Cc1ccccc1-2)c1cc2ccccc2o1	4	3	1	-5	2	i	23	1	/	0
CCCCN(CC)CCCNC(=S)Nc1ccc2nc(N3CCN(CC)CC3)cc(C)c2c1	-9	2	4	-10	1	i	15	1	0	-2
O=C1C(=Cc2ccc(Br)o2)C(=O)c2ccccc21	9	/	1	/	/	/	/	5	2	/
COC(C[C@H]1O[C@H]1[C@H](O)[C@@H](C)OCc1ccccc1)OC	/	4	/	-1	1	i	5	-3	/	8
CN(Cc1ccccc1)C(=O)CN1C(=O)c2ccc([N+](=O)[O-])cc2C1=O	3	-10	3	-4	0	i	21	1	6	8
CN(C)c1cccc(C(=O)NCc2ccccc2Cl)c1	-12	6	2	4	5	/	19	2	-4	12
